# KinaseGlo FLuc – counter-screen: inhibitors of Kinase-Glo firefly luciferase; Q27757; Kinase-Glo luciferase, ATP luminescence, 8 min; Potency, µM (top dose mostly 38.3 µM), without a hit: top-dose activity change, negative = inhibition, usual class: inhibitors; actives 0.28% (n = 200,000); AID 1379; note: % is set by controls: 0 for no effect and ±100 for the full control effect; nearly all actives have a fitted effect of over 60% in size
#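 Compounds were added to a substrate mix at pH 7.2 (50 mM imidazole, 10 uM ATP, within the enzyme's linear range), followed by Kinase-Glo detection reagent; luminescence was measured after 8 minutes at ambient temperature.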
# LMNA splice mod – LMNA splicing modulation | HeLa LMNA splicing GFP/RFP minigene ratio, 48 h | Potency, µM (doses to about 46.1 µM), for the others: at the highest dose ratio change, negative = inhibition, most hits filed as inhibitors | actives 0.01% (n = 200,000); active = well fitted inhibition curve with a large enough effect in the signal ratio, with a control signal flat, not every such curve was filed as active; inconclusive = small, poorly fitted or top-dose-only effect, or effect the other way, or a change in a side signal; the % refers to the signal ratio; note: % is set by controls: 0 for no effect and ±100 for the full control effect
#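 Read-out is the ratio of GFP to DsRed2 object intensity, acquired by 488 nm laser-scanning cytometry on HeLa lamin A-EGFP minigene reporter cells. Compound incubation 48 hrs at 37 °C in Opti-MEM with 2% FBS; DMSO 0.5% final.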
# RECQ1 helicase – RECQ1 (human) helicase inhibition; P46063; RECQ1 DNA unwinding, red fluorescence kinetic read; actives 0.54% (n = 240,000); Potency, µM (highest dose often 57.3 µM), for the others: at the highest dose activity, negative = inhibition, most hits filed as inhibitors; AID 2549;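 note: plate controls were vehicle for no effect and no enzyme for full effect; nearly all actives have a fitted effect of over 30% in size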
# Target sequence (P46063 whole entry, looked up): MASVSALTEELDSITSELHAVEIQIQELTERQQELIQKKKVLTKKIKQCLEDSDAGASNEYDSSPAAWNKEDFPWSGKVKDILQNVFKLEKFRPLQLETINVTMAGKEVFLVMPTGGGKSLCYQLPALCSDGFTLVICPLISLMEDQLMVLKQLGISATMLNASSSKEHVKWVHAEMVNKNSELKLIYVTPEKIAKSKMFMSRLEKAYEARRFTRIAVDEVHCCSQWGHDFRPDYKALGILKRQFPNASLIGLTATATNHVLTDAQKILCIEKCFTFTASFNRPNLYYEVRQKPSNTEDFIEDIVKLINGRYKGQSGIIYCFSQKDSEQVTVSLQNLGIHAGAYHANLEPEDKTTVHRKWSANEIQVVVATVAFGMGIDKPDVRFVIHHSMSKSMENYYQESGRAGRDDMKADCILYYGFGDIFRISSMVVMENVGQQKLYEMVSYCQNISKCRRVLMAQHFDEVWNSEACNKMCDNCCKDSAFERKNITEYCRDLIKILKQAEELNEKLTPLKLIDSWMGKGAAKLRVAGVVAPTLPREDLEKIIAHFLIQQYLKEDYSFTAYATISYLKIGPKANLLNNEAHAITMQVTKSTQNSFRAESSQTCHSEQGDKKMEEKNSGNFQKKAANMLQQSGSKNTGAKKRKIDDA
#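 RECQ1T1 50 nM; forked duplex (20 bp + 30-nt ss tails) 200 nM, ATP 2 mM final; pH 8.0, 2 mM MgCl2, 2.5 ug/ml poly(dI-dC); 15 min compound preincubation; discontinuous kinetic read over 2 h at RT.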
# KDM4E inh – inhibitors of human JMJD2E histone demethylase; actives 1.6% (n = 230,000); Potency, µM (top dose mostly 57.1 µM), inactives show at the top dose activity change, negative = inhibition, hits mostly inhibitors; AID 2147; JMJD2E catalytic domain, FDH-coupled NADH fluorescence (FDH is formaldehyde dehydrogenase); B2RXH2; active = well fitted inhibition curve with a large enough effect, not every such curve was filed as active; inconclusive = small, poorly fitted or top-dose-only effect, or another doubt; inactive = no such curve, though single readings can be large or run the other way;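 note: 0% = wells with enzyme and -100% = buffer wells without enzyme; nearly all actives have a fitted effect of over 50% in size; many of its hits are not listed in these tables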
# ALDH1A1 inh – blocks purified human ALDH1A1 activity | P00352 | actives 7.3% (n = 220,000) | Potency, µM (top dose mostly 75.3 µM), for the others: at the top dose activity, negative = inhibition, hits mostly inhibitors | AID 1030 | Purified ALDH1A1, NADH fluorescence, propionaldehyde substrate; active = well fitted inhibition curve with a large enough effect, not every such curve was filed as active; inconclusive = small, poorly fitted or top-dose-only effect, or another doubt; inactive = no such curve, though single readings can be large or run the other way;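 note: plate controls were no enzyme wells and a reference inhibitor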
# L3MBTL1 block – blocks human L3MBTL1. Q9Y468. AlphaScreen L3MBTL1–H3K9me1 peptide binding. Potency, µM (titrated, usually from 57.1 µM), without a hit: at the top dose activity, negative = inhibition, most hits filed as inhibitors. actives 0.66% (n = 230,000). AID 485360; note: % is set by controls: 0 for no effect and ±100 for the full control effect; nearly all actives have a fitted effect of over 60% in size
#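 AlphaScreen assay: L3MBTL1 (50 nM final) was preincubated 30 min at room temperature with biotinylated H3(1-15)K9me1 peptide (75 nM final), then 30 min with library compounds; streptavidin donor and nickel chelate acceptor beads (10 ug/mL final) added, 30 min dark.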
# Tau ThT inhib – inhibitors of human tau fibril formation, thioflavin T binding. P10636. recombinant tau K18 P301L (four-repeat tau fragment), heparin-induced fibrillization, ThT fluorescence. Potency, µM (top dose mostly 57.4 µM), for the others: top-dose activity, negative = inhibition, hits mostly inhibitors. actives 2.1% (n = 270,000). AID 1460; note: % is set by controls: 0 for no effect and ±100 for the full control effect; nearly all actives have a fitted effect of over 55% in size
# Target sequence (P10636 561-689 P618L limits assumed): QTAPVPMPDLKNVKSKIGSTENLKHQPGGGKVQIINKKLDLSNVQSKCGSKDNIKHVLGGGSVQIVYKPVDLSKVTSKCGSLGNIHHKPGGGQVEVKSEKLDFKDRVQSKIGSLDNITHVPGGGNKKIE
#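 In this qHTS, human K18 P301L tau is incubated with compound and heparin for 6 hr at 37 C, and Thioflavin T fluorescence then reports fibril load.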
# SMN2 splice up – enhancers of SMN2 splice variant expression | HEK293 SMN2-luciferase splicing reporter, luminescence, 30-36 h | Potency, µM (highest dose often 46.1 µM), for inactives: top-dose activity change, positive = activation, usual class: activators | actives 2.8% (n = 210,000) | AID 1458; note: % of control where 0% means no effect; nearly all actives have a fitted effect of over 55% in size
#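 qHTS luciferase splicing reporter: luminescence rises when SMN2 exon 7 is included in transfected HEK293 cells. Compound exposure lasted 30-36 h at 37C, with 4.5 mM final sodium butyrate as control, followed by a ONE-Glo read.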
# Starred values were filed as active, the others as inactive; i = inactive; ? = inconclusive; nt = no result given; [ ] = remark or other dose. Unless noted, calls come from the whole dose curve; as a rule, active = well fitted curve in the direction sought with a large enough effect; inconclusive = small, poorly fitted or top-dose-only effect, or another doubt; inactive = no such curve, though single readings can be large; an effect the other way counts as inactive or inconclusive. Potency is the fitted concentration of half-maximal effect. An excerpt; rates above refer to the full screens.
SMILES,KinaseGlo FLuc,LMNA splice mod,RECQ1 helicase,KDM4E inh,ALDH1A1 inh,L3MBTL1 block,Tau ThT inhib,SMN2 splice up
N=C1C(c2nc3ccccc3s2)=C(O)CN1CCCO,-4%,7%,i,-6%,-3%,nt,-8%,24%
CCCS(=O)(=O)N1CCC(C(=O)NCc2ccco2)CC1,-3%,7%,-2%,3%,-2%,-1%,-10%,-2%
Cc1cc(NC(=O)c2ccc(Cl)cc2)c(C)cc1O,-6%,-7%[46 µM],i,1%,-4%,-1%,-6%,nt
CCCCCNC(=O)CCn1c(=O)oc2ccccc21,2%,0%,-2%,12%,2%,14%,4%,-2%
COC(=O)c1ccc(CSc2nnc(Nc3ccccc3OC)s2)o1,6%,?,-5%,4%,25µM*,-8%,-19%,23%
CC(C)c1ccc2oc(-c3ccc(NC(=O)c4ncn[nH]4)cc3)nc2c1,2%,13%,-1%,?,?,?,?,?
CC(C)(C)NC(=O)Nc1ccc(Cn2cc(C(F)(F)F)ccc2=O)cc1,-2%,?,1%,-11%,4%,31%[activator],5%,-1%
NC(=O)c1ccccc1NC(=O)/C=C/c1ccccc1,?,-10%,-6%,?,?,5%,-3%,?
CCc1ccc(CN(C)CC(=O)Nc2sccc2C#N)cc1,-3%,?,-6%,-1%,5%,-11%,-7%,-19%
O=C(Nc1ccc(Cl)c(Cl)c1)Nc1ccccc1C(=O)O,-12%,?,4%,?,?,3%,?,4.5µM*
COc1ccc(C(=O)Nc2ncc3c(n2)CC(c2ccco2)CC3=O)cc1 (configuration not stated),0%,?,-17%,-1%,?,-7%,?,-15%
COc1ccc(-c2ccc(S(=O)(=O)NCC3CCCO3)cc2)cc1 (configuration not stated),0%,?,13%,-5%,?,-1%,7%,-50%[inhibitor]
c1ccc2c3c(c(CN4CCCC4)cc2c1)COC3,-2%,6%[46 µM],-6%,-8%,5%,-7%,?,nt
COc1cc(C(=O)OCC(=O)Nc2ccc(SC(F)F)cc2)cc(OC)c1OC,1%,?,12%,-1%,-2%,-13%,10%,-99%[inhibitor]
Nc1ccc2nc(CCCCCCc3nc4ccc(N)cc4[nH]3)[nH]c2c1,0%,?,-18%,?,10%,?,?,nt

# Part of the list above in order of number of heavy atoms, lowest first:
SMILES,KinaseGlo FLuc,LMNA splice mod,RECQ1 helicase,KDM4E inh,ALDH1A1 inh,L3MBTL1 block,Tau ThT inhib,SMN2 splice up
O=C(Nc1ccc(Cl)c(Cl)c1)Nc1ccccc1C(=O)O,-12%,?,4%,?,?,3%,?,4.5µM*
Nc1ccc2nc(CCCCCCc3nc4ccc(N)cc4[nH]3)[nH]c2c1,0%,?,-18%,?,10%,?,?,nt
COc1ccc(C(=O)Nc2ncc3c(n2)CC(c2ccco2)CC3=O)cc1 (configuration not stated),0%,?,-17%,-1%,?,-7%,?,-15%

# Next section:
SMILES,KinaseGlo FLuc,LMNA splice mod,RECQ1 helicase,KDM4E inh,ALDH1A1 inh,L3MBTL1 block,Tau ThT inhib,SMN2 splice up
O=C(Cc1ccccc1F)OCC(=O)N1CCN(C(=O)c2ccco2)CC1,5%,-20%[46 µM],i,-1%,?,-5%,-3%,7%
COc1ccc(/C=N/n2cnc3c([nH]c4ccc(Br)cc43)c2=O)cc1CN1CCOCC1,2%,3%[0.0737 µM],-11%,-7%,11%,5%,-10%,-29%
CCc1cc(C(c2ccc(OC)c(OC)c2)N2CCOCC2)c(NC(=O)c2ccccc2)s1 (configuration not stated),nt,-25%,-8%,-8%,4%,-4%,?,nt
CC(C)(C)c1ccc(CS(=O)CC(O)CO)cc1 (configuration not stated),1%,4%,?,3%,5%,2%,-11%,3%
S=c1[nH]nc(-c2cccs2)n1/N=C/c1cn(-c2ccccc2)nc1-c1ccc(Cl)cc1,nt,nt,i,0%,nt,-4%,-14%,nt
CN(C)S(=O)(=O)c1ccc(C(=O)NC(=O)CSc2ccccc2)cc1,1%,?,-4%,-1%,?,3%,0%,-12%
COc1ccc(N(C)C(=S)Nc2ccc3nc(C)c(C)nc3c2)cc1,5%,-13%,-2%,?,10µM*,6%,?,9%
CCOC(=O)C(=CNc1cc(C)ccc1-n1cccc1)C(=O)OCC,nt,nt,i,?,nt,6%,0%,nt
CCCc1cc(C(F)(F)F)c(C#N)c(=O)[nH]1,-2%,-3%,-13%,?,?,nt,-6%,-12%
CCn1c(CCC(=O)Nc2cc(F)ccc2C)nc2cc(S(=O)(=O)N(C)C)ccc21,-5%,7%,i,2%,?,nt,-15%,9%
N#Cc1cc2cc3c(cc2nc1NCCNC(=S)NCCCN1CCOCC1)OCO3,0%,nt,16%,-2%,?,9%,3%,-40%[inhibitor]
Oc1cccc2cc3cccc(O)c3c(O)c12,5%,-23%[46 µM],i,-2%,?,-15%,-10%,6%
CCCc1ccc(S(=O)(=O)NCCc2ccncc2)cc1,-1%,?,4%,2%,?,39%[activator][11.4 µM],-3%,nt
Cc1ccc(S(=O)(=O)NCCc2nnc3ccc(SCc4cccnc4)nn23)cc1,1%,nt,i,-17%,-6%,3%,-13%,6%
CCCCN1C(=O)NC(NC(=O)C2CC2)(C(F)(F)F)C1=O (configuration not stated),-1%,nt,-12%,7%,7%,nt,-3%,-22%
N#Cc1cc(N)ccc1Sc1ccccc1,0%,6%,i,?,?,15%,5%,-19%
COc1ccc(N2CCN(C(=O)CN(c3cccc(Br)c3)S(C)(=O)=O)CC2)cc1,18%,?,i,-4%,-1%,nt,-19%,-14%
CC(C)Sc1nnc(CNC(=O)C23CC4CC(CC(C4)C2)C3)n1C1CCCCC1,-1%,-6%,i,6%,4%,1%,-1%,-15%
COc1ccc(CNC(=O)COC(=O)Cc2ccsc2)cc1,0%,-1%[46 µM],i,-1%,0%,5%,-12%,3%
O=C(O)/C=C/C(=O)Nc1ccc(-n2ccc(C(F)(F)F)n2)cc1,nt,nt,-12%,7%,nt,1%,4%,nt
Cc1ccc(S(=O)(=O)Nc2ccc3c(c2)CCC3)cc1C,3%,?,-12%,1%,-6%,15%,-8%,-44%[inhibitor]
COc1ccc(/C=N/NC(=O)c2cccc(OC(F)(F)C(F)F)c2)cc1O,-1%,-4%,-5%,4%,-2%,-9%,?,28%
O=[N+]([O-])c1cc(Cl)cc(/C=N/NC(=S)Nc2ccc(S(=O)(=O)N3CCOCC3)cc2)c1O,nt,nt,-10%,25µM*,nt,3.5µM*,10µM*,nt
Cn1cccc1CNC(=S)Nc1ccccc1Cl,4%,-7%[46 µM],-2%,-6%,-22%,nt,-2%,-37%[inhibitor]
Fc1ccc(CSc2nncn2NC/C=C/c2ccccc2)cc1,3%,-12%,-2%,-2%,4%,0%,-27%,-14%
Cc1cc(C(=O)Cn2nc(C(=O)O)c3ccccc3c2=O)c(C)n1C1CC1,0%,nt,1%,-4%,22%,-2%,13%,6%
COc1ccc(C)cc1NC(=O)C(OC(=O)CNC(=O)c1cc(C)cc(C)c1)c1ccccc1 (configuration not stated),-2%,-2%,-1%,-1%,?,4%,-13%,-7%
CCCCCOC(=O)c1ccccc1C(=O)O,-2%,8%,-6%,-2%,3%,-13%,5%,7%
CCCCN(CC)Cc1ccc(CNC(=O)Nc2ccc(OC)cc2OC)o1,2%,-13%,-9%,-2%,2%,-4%,-9%,6%
Cc1ccc(-c2nc3ncccc3o2)cc1NC(=O)CC(C)C,-3%,-8%,2%,5%,3%,-6%,2%,15%
CCC(=O)Nc1ccc(N2CCN(C(=O)c3cccs3)CC2)cc1,-1%,nt,i,?,?,-3%,?,3%
CC12CCC(C(N)=O)(C1Br)C2(C)C (configuration not stated),1%,13%,i,1%,3%,-4%,-1%,5%
COC(=O)c1ccccc1NC(=O)COc1ccccc1,9%,-1%,-10%,-1%,?,16%,-8%,8%
O=C(NCCc1ccc(F)cc1)C1CCCCC1,1%,nt,i,0%,8%,11%,-4%,nt
CC1CN(S(=O)(=O)c2cccc(C(=O)Nc3ccc4c(c3)CCC4)c2)CC(C)O1 (configuration not stated),2%,?,4%,-15%,?,0%,0%,nt
O=C(NC1CCCCC1)c1cccs1,0%,-5%,5%,3%,-12%,nt,3%,-22%
COc1ccc(-c2nc(CNS(=O)(=O)c3ccc(OC)c(OC)c3)cs2)cc1,-1%,-8%,-4%,?,-4%,-2%,-16%,-10%
COc1ccc(CC(=O)N2CCN(c3ccccn3)CC2)cc1,4%,-11%,-1%,1%,2%,?,6%,12%
CCCN(CCO)Cc1ccc2ccccc2c1,-3%,3%,-8%,?,8%,nt,2%,-1%
CCCC(=O)C1C(=O)CC(C)(C)C(c2cc(C)no2)C1=O (configuration not stated),-1%,-3%,-5%,-8%,1%,10%,-7%,-9%
O=C(N/N=C1\CCc2ccccc21)c1ccccc1O,10µM*,-13%,-14%,?,5%,8%,?,1.1µM*
CCOC(=O)C1(CC)Oc2ccccc2C(c2ccc(OC)cc2)=C1C(=O)OC (configuration not stated),2%[39.9 µM],nt,-9%[81.1 µM],nt,-15%,16%,?,nt
CC(C)c1ccc(/C=C/C(=O)NCCC2=CCCCC2)cc1,1%,?,1%,0%,4.5µM*,-11%,?,-3%
O=C(COC(=O)Cn1cnc2ccccc2c1=O)Nc1cc(Cl)ccc1[N+](=O)[O-],2%,7%,-8%,1%,?,-2%,-7%,17%
CC(C)C(C(=O)Nc1nccs1)c1ccccc1 (configuration not stated),0%,?,1%,-3%,5%,2%,0%,-19%
Brc1cnc(N2CCCCC2)nc1N1CCOCC1,-5%,-5%,i,0%,-21%,nt,-11%,-12%
CC1CCc2cc(F)ccc2N1C(=O)CSc1nnc2c3cc(F)ccc3n(C)c2n1 (configuration not stated),0%,-12%,-1%,4%,-1%,11%,1%,-17%
CCn1c(=N)n(CC(=O)c2cccc(OC)c2)c2ccccc21,-4%,0%,i,?,-14%,1%,?,?
CCCCc1nnc(NC(=O)C(C)Sc2nc(N)cc(=O)[nH]2)s1 (configuration not stated),-1%,18%,i,-2%,1%,nt,-6%,-17%

# Screening results: PubChem BioAssay, National Center for Advancing Translational Sciences (NCATS)
